Cycloheximide cs = counter-screen hit for Shiga toxin inhibitors, cycloheximide | cell reporter, cycloheximide protein synthesis inhibition counterscreen | max response, % | actives 12% (n = 300,000) | AID 2314; in the data active = max response mostly above about 13%, no sharp cut-off; inactive = mostly below about 14%; also: read at 38.3 µM for the half of the compounds with a filed dose; 0% is about no effect
Sm TGR inh = blocks Schistosoma mansoni thioredoxin glutathione reductase | Potency, µM (highest dose often 114 µM), for the others: top-dose activity change, negative = inhibition, hits mostly inhibitors | AID 485364 | Q962Y6 | actives 3% (n = 360,000) | purified TGR, DTNB reduction, TNB absorbance 405 nm; also: potency is read from the fitted curve at half-maximal effect; % is scaled to controls: 0 for no effect and ±100 for the full control effect; nearly all actives have a fitted effect of over 60% in size
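TGR 20 nM + NADPH 100 uM (dispensed conc.), cpd preinc 15 min RT; start with NADPH (500 uM addition) then DTNB (15 mM addition). Kinetic TNB absorbance, 405 nm filter. Four-parameter Hill fit across titration.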
Pf growth 48h = inhibits P. falciparum growth in the first generation, 48 h; P. falciparum luciferase growth in erythrocytes, 48 h; Potency, µM (titrated, usually from 28.7 µM), without a hit: at the highest dose activity change, negative = inhibition, hits mostly inhibitors; actives 5.9% (n = 310,000); also: potency is read from the fitted curve at half-maximal effect; % is scaled to controls: 0 for no effect and ±100 for the full control effect
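A one-generation exposure of luciferase-tagged malaria parasites in RPMI 1640/Albumax erythrocyte culture, 37 C and 5% CO2. Inhibition is inferred from decreased luminescence after adding detection reagent.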
Shiga inhibitor = blocks Shiga toxin action in Vero cells; Vero cells, Shiga toxin protein synthesis inhibition reporter; inhibition, % at 38.7 µM; actives 9.2% (n = 290,000); AID 2315; in the data active = inhibition mostly above about 28%, no sharp cut-off; inactive = mostly below about 43%; also: 0% is about no effect
Giardia FBPA inh = blocks Giardia fructose-bisphosphate aldolase activity; A8B2U2; AID 2451; purified Giardia FBPA; Potency, µM (titrated, usually from 59.6 µM), inactives show at the top dose activity, negative = inhibition, actives largely listed as inhibitors; actives 0.71% (n = 290,000); also: potency is read from the fitted curve at half-maximal effect; % is scaled to controls: 0 for no effect and ±100 for the full control effect; nearly all actives have a fitted effect of over 55% in size
Target sequence (A8B2U2 whole entry, looked up): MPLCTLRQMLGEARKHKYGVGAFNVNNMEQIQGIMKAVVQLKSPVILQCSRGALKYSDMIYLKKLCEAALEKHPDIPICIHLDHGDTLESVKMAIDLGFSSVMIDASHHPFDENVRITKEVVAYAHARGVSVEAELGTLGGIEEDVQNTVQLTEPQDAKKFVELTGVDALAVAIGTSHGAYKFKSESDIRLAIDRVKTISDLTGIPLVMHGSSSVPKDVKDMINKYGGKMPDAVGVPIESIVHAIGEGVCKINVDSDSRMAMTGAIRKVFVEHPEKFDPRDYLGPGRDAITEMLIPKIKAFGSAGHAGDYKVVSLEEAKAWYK
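Giardia FBPA (40 nM reagent) was preincubated 10 min at RT with compound (up to 57.5 uM final), then substrate plus GAPDH/TPI/NAD/arsenate coupling system with diaphorase/resazurin was added; resorufin fluorescence (525/598 nm) was read after 20 min.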
Pf growth 96h = P. falciparum growth inhibition at 96 hour, primary screen for plastid delayed-death inhibitors; Potency, µM (series often up to 28.7 µM), for the others: top-dose activity change, negative = inhibition, actives largely listed as inhibitors; actives 6.9% (n = 320,000); P. falciparum luciferase reporter growth, 96 h; also: potency is read from the fitted curve at half-maximal effect; % is scaled to controls: 0 for no effect and ±100 for the full control effect
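Erythrocytes infected with luciferase-expressing P. falciparum were dispensed at 2% hematocrit and 0.05% parasitemia (final), then incubated with compounds 96 hours at 37 C in 5% CO2. Luminescence after detection reagent addition reported growth.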
* = called active by the depositor; u = inconclusive; x = not tested or not shown; [ ] = remark or other dose. Unless noted, calls follow the shape of the dose curve; as a rule, active = well fitted curve in the direction sought with a large enough effect; inconclusive = small, poorly fitted or top-dose-only effect, or another doubt; inactive = no such curve, though single readings can be large; an effect the other way counts as inactive or inconclusive. Hits appear at their usual frequency. About 24% of those tested had a hit in this group.

compound	Cycloheximide cs	Sm TGR inh	Pf growth 48h	Shiga inhibitor	Giardia FBPA inh	Pf growth 96h
C=CCNC(=S)NNC(=O)COc1ccc2cc(Br)ccc2c1	44*	x	68%[activator]	101*	4%	u
N/C(=N\OC(=O)c1cccc(C(F)(F)F)c1)c1cnccn1	30*	-5%	51%[activator]	59*	x	68%[activator]
Cc1ccc(S(=O)(=O)N2CCN(C(=O)c3ccc(COc4ccccc4)o3)CC2)cc1	x	-22%	12µM*	x	x	9.3µM*
COc1ccc(-c2nc(CS(=O)CC(=O)NCCc3ccc(OC)c(OC)c3)c(C)o2)cc1 (stereo unspecified)	1	u	u	-3	8%	-10%
Cc1ccc(CN2C(=O)C3CCCN3c3ncccc32)cc1 (stereo unspecified)	-4	u	-20%[0.00184 µM]	-5	5%	u
Cc1ccccc1NC(=O)/C(C#N)=C\c1cn(CC(=O)O)c2ccccc12	8	7%[57.1 µM]	-2%	-16	7%	u
NC(=O)C1CCN(C2=C(NS(=O)(=O)c3ccccc3)C(=O)c3ccccc3C2=O)CC1	-1	-17%	u	37	u	u
COC(=O)c1cn(NC(=O)c2ccc3c(c2)OCO3)c(=O)c2ccccc12	7	1%	u	-7	-1%	-13%
CC(C)(C)NC(=O)CSc1n[nH]c(=O)n1-c1ccccc1	3	-1%	-10%	-11	5%	0%
CCCCOc1ccc(CSc2nnc(C)n2N)cc1[N+](=O)[O-]	3	6%	93%[activator]	20	0%	32%[activator]
Cc1nn(Cc2ccccc2Cl)c(C)c1NC(=O)Cn1nc([N+](=O)[O-])c(Cl)c1C	-4	-2%	-18%	-12	6%	u
CC(=O)NC(CC(=O)Nc1cccc(S(=O)(=O)N2CCCC2)c1)c1ccccc1 (stereo unspecified)	-2	-11%	-6%	-34	x	-13%
c1ccc(Cc2c[nH]c3ccccc23)cc1	6	12%	-14%	18	2%	u
Cc1ccc(C(=O)N2CCCC(C(=O)c3ccc(Cl)cc3C)C2)cn1 (stereo unspecified)	6	1%	6%	15	14%	u
Cc1nn(C)c(C)c1NC(=O)c1cc2nc(-c3ccco3)cc(C(F)(F)F)n2n1	-1	-20%	u	-2	4%	-13%
S=C(Nc1cccnc1)Nc1cccc2cnccc12	1	45µM*	6%	-14	u	1%
CCOC(=O)c1cnc2c(OC)cccc2c1NCc1cccnc1	8	x	3%	32	-8%	-8%
CC1=C(C(=O)Nc2ccccc2Cl)C(c2ccc(N(C)C)cc2)NC(=O)N1 (stereo unspecified)	-1	-5%	u	-11	0%	97%[activator]
CC(C)(C)N(C(=O)Cn1nnc(-c2ccc(F)cc2)n1)C(C(=O)NC1CCCC1)c1ccncc1 (stereo unspecified)	8	-24%	u	-3	-7%	8.3µM*
Cc1ccc(CNc2nc(C)nc3sc4c(c23)CCC4)cc1	1	-5%	-24%	-14	0%	u
CC(C)c1cc(C(=O)OCC(=O)N2CCN(C(=O)c3ccco3)CC2)c(O)c(C(C)C)c1	-2	u	9%	3	x	11%
CCOc1cccc2cc(C(C)=O)oc12	-6	-8%	31%[activator]	-5	-1%	-10%
Cn1c(/C=C/c2ccccc2[N+](=O)[O-])nc2ccccc2c1=O	9.2*	6%	-18%	33	-1%	-27%
Cc1ccc(OCc2nnc(SCC(=O)N3C(C)CCCC3C)o2)cc1 (stereo unspecified)	-6	-16%	5%	9	-4%	-3%
O=C(O)C1C(=O)NCC1c1ccccc1 (stereo unspecified)	-1	9%	-2%	-10	-1%	3%
O=C(Nc1ccc2c(c1)OCO2)Nc1ccccc1F	57*	0%	260%[activator]	109*	x	5%
Cc1cc(C)cc(N(CCC#N)C(=O)COC(=O)CN2C(=O)NC(C)(C)C2=O)c1	x	-2%	-9%	x	x	12%
Cc1ccc(C(=O)COC(=O)c2cccc(O)c2)s1	x	-1%	204%[activator]	x	x	108%[activator]
CC(=O)c1ccc(N(C(=O)CNC(=O)c2ccco2)C(C(=O)NC2CCCC2)c2ccc(C)o2)cc1 (stereo unspecified)	-6	-4%	u	16	x	-69%
COc1ccc(-c2cc(C#N)nc(N3CCN(c4ccccc4)CC3)n2)cc1	1	11%	-14%	-8	-2%	21%
c1ccc2c(NC3CCCC3)nnc(NC3CCCC3)c2c1	-4	-28%	u	-5	3%	u
O=C(Cn1nc(CNc2ccc(Cl)cc2)[n+]2c1CCCCC2)c1ccc(Br)cc1	-6	-10%	0.93µM*	-16	-3%	u
COc1cccc(-c2noc(CCC(=O)NCC3CCCO3)n2)c1 (stereo unspecified)	16	-2%	69%[activator]	27	-2%	36%[activator]
CCCCCn1c(N(C)Cc2ccccc2)nc2c1c(=O)[nH]c(=O)n2C	-1	0%	u	-9	0%	u
O=S1(=O)C=C(SCc2ccc(F)cc2)Nc2ccccc21	7	10%	u	43	3%	51%[1.15 µM]
Cc1ccc(S(=O)(=O)N2CCOCC2)cc1NC(=O)CNCc1cccnc1	-5	8%	-15%	-5	16µM*	-17%
Cc1ccc(C(=O)CSc2nc3c([nH]2)c(=O)n(C)c(=O)n3C)cc1	-3	-3%	24%	2	-23%	-7%
CSc1ncccc1C(=O)N1CCN(S(=O)(=O)c2cc(C)ccc2C)CC1	-4	11%	-10%	-3	x	-17%
CC(=O)Oc1ccc(OC(C)=O)c2c1CC(C)=C(C)C2	0	24%	9.3µM*	41	0%	13µM*
CCOc1ccc(N/C=C/C(=O)c2ccc(OC)cc2)cc1	20*	-11%	-1%	132*	2%	u
CC(C)Oc1ccccc1OCCCOc1cccc2cccnc12	12	0%	-1%	27	0%	-22%
Clc1ccc(OCCCNCc2ccccc2)c2ccccc12	1	1%	16%	-10	u	-6%
NC(=O)COc1ccc2oc(-c3ccccc3)cc(=O)c2c1	27*	1%	123%[activator]	69*	1%	27%[5.75 µM]
COc1ccccc1N1CCN(C(=O)CCNS(=O)(=O)c2cc(Br)cnc2N)CC1	-4	-2%	u	-3	x	u
S=c1nc(-c2cc(Cl)ccc2Cl)[nH][nH]1	-4	8%	5%	-11	-10%	15%
Cc1ccc(C(=O)OC(C)CN2C(C)CCCC2C)cc1 (stereo unspecified)	-1	4%	-2%	-15	-12%	2%
COc1ccc(C(CNC(=O)CNC(=O)c2ccccc2)N2CCCC2)cc1 (stereo unspecified)	x	-7%	u	x	x	u
CCCCCC(C(=O)O)C(C)CC(=O)NC1CCCCC1 (stereo unspecified)	0	9%	12%	-10	12%	13µM*
CC1=NN(C(N)=S)C(=O)C1N=Nc1ccccc1C(=O)O (stereo unspecified)	-3	u	0%	x	14µM*	-10%
COc1ccc(C2=NN(S(C)(=O)=O)C(c3cccs3)C2)cc1 (stereo unspecified)	41*	3%	177%[activator]	60*	-2%	33%[activator]

The results go on.
compound	Cycloheximide cs	Sm TGR inh	Pf growth 48h	Shiga inhibitor	Giardia FBPA inh	Pf growth 96h
O=C(Oc1ccc(-c2nnco2)cc1)C1CCN(C(=O)c2ccc(F)cc2)CC1	1	2%	3%	-11	-4%	3%
Cc1nc2ccccc2c(=O)n1-c1ccc(Br)cn1	27*	3%	112%[activator]	55*	7%	77%[activator]
C/C(=N\NC(=O)c1ccc(F)cc1)c1ccc(NC(=O)Cc2ccccc2)cc1	41*	-9%	12%	90*	x	u
Cc1occc1-c1nnc(SCC(=O)Nc2ccccn2)o1	17*	2%	238%[activator]	38*	1%	-20%
CNC(=S)NCCc1cc2c(OC)ccc(OC)c2[nH]c1=O	3	10%	-7%	-8	-26%	-10%
O=C(CNCC1CCCO1)N1CCCc2ccccc21 (stereo unspecified)	-3	-9%	5%	-20	-17%	-27%
COc1ccc(S(=O)(=O)N2CCCCC2)cc1NC(=O)CNc1ccccc1N1CCCC1=O	x	7%	u	x	x	u
CCN(/N=C/C=C/c1ccccc1)c1cc(=O)n(C)c(=O)[nH]1	0	-8%	u	13	u	7.4µM*
CCCC(C(=O)Nc1cccc(S(=O)(=O)N2CCCC2)c1)c1ccccc1 (stereo unspecified)	x	-3%	u	x	x	10µM*
CCOC(=O)c1cc(NC(=O)COc2ccc([N+](=O)[O-])cc2)cc(C(=O)OCC)c1	1	4%	-12%	-8	5%	u

Part of the list above, limited to Sm TGR inh and Giardia FBPA inh.
SMILES | Sm TGR inh | Giardia FBPA inh
O=C(Oc1ccc(-c2nnco2)cc1)C1CCN(C(=O)c2ccc(F)cc2)CC1 | 2% | -4%
CCCC(C(=O)Nc1cccc(S(=O)(=O)N2CCCC2)c1)c1ccccc1 (stereo unspecified) | -3% | x
O=C(CNCC1CCCO1)N1CCCc2ccccc21 (stereo unspecified) | -9% | -17%
Cc1nc2ccccc2c(=O)n1-c1ccc(Br)cn1 | 3% | 7%
C/C(=N\NC(=O)c1ccc(F)cc1)c1ccc(NC(=O)Cc2ccccc2)cc1 | -9% | x

Continuation.
compound	Cycloheximide cs	Sm TGR inh	Pf growth 48h	Shiga inhibitor	Giardia FBPA inh	Pf growth 96h
CC(NC(=O)COc1ccc(-c2ccccc2)cc1)C1CCCO1 (stereo unspecified)	2	0%	-1%	12	x	38%[activator]
O=C(COc1ccc(Br)cc1CO)Nc1ccccc1	27*	4%	18%	159	0%	67%[activator]
Cn1c(/C=N/n2cnnc2)nc2ccccc21	5	0%	0%	-2	5%	12%
Cc1occc1C(=O)NN=C1C2CC3CC(C2)CC1C3	28*	3%	334%[activator]	30*	-2%	165%[activator]
COc1ccc2cc(C(=O)C3CCCN(C(=O)c4cncs4)C3)ccc2c1 (stereo unspecified)	9	-22%	12%	-25	x	-26%
C/C=C1/CN2C3CC1C(CO)(C(=O)OC)C2Cc1c3n(C)c2ccccc12 (stereo unspecified)	-3	-33%	4%	-4	-1%	-23%
CCOc1ccc(S(=O)(=O)N2CCCC(C(=O)NCC3CCCO3)C2)cc1 (stereo unspecified)	-3	-6%	u	-7	x	-30%
CCC(C)(C(=O)NC1CCCCC1)N(Cc1ccco1)C(=O)c1ccccn1 (stereo unspecified)	0	0%	-18%	-13	0%	-3%
CC(C)c1c(C#N)c(N)nc(SCC(=O)c2cc3ccccc3oc2=O)c1C#N	8	-9%	1%	-1	0%	57%[activator]
O=C(c1ccc(OC(F)(F)F)cc1)c1ncc[nH]1	39*	-15%	103%[activator]	65*	8%	99%[activator]
CC(OC(=O)c1ccc(S(=O)(=O)N2CCCCC2)cc1)C(=O)NC1CCCCC1C (stereo unspecified)	-3	6%	100%[activator]	-18	x	-7%
CCN1C(=O)/C(=C\N2CCOCC2)SC1=S	-4	4%	x	21	-2%	3%
Clc1ccccc1-c1nn2c(-c3ccncc3)nnc2s1	6	-23%	10µM*	-7	9%	u
